# HT1080NT lethal: kills 2HG-producing HT-1080-NT fibrosarcoma cells; HT-1080-NT fibrosarcoma viability, CellTiter-Glo ATP luminescence, 48 h; 1.6% of 360,000 active; AID 686970; Potency, µM (doses to about 46.1 µM), for the others: top-dose activity, negative = less viability, actives largely listed as cytotoxic;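 also: NT is the 2HG producing partner of a matched IDH1 knockdown line; potency is read from the fitted curve at half-maximal effect; 0% = DMSO-treated cells and -100% = media-only wells without cells; nearly all actives have a fitted effect of over 55% in size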
#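 HT-1080-NT; 750 cells/well; 5% FBS RPMI; 48 h compound, 37 degrees C; CellTiter-Glo luminescence; curve fitting and curve-class assignment.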
# ATXN2 expr inh: reduces ATXN2 reporter expression in HEK-293 cells. HEK-293 ATXN2-luciferase reporter, luminescence, 24 h. Potency, µM (doses to about 57 µM), inactives show at the top dose activity change, negative = inhibition, usual class: inhibitors. 0.72% of 360,000 active; also: potency is read from the fitted curve at half-maximal effect; % is scaled to controls: 0 for no effect and ±100 for the full control effect; nearly all actives have a fitted effect of over 55% in size
#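 qHTS (up to 57 uM final) was run with 24 h compound exposure of reporter cells at 37 °C. Each well was multiplexed: SteadyGlo luminescence measured ATXN2-luciferase expression after a fluorogenic Gly-Phe-AFC viability readout (25 uM final).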
# SW480 rerep: DNA re-replication induction in SW480 cells; SW480 DNA re-replication, Hoechst DNA content imaging, 48 h; Potency, µM (highest dose often 46.1 µM), without a hit: top-dose re-replication activation, usual class: activators; 1.8% of 340,000 active; also: potency is read from the fitted curve at half-maximal effect; % of control where 0% means no effect; nearly all actives have a fitted effect of over 55% in size
#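 DNA re-replication was detected as more nuclei of elevated Hoechst intensity after 48 hr exposure to compound (23 nL pinned per well of 250 cells).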
# S2 tox: cell viability loss in ATXN counter-screen; S2 cells (HEK-293 line with an ATXN2-luciferase reporter) viability, CellTiter-Fluor protease fluorescence, 24 h; Potency, µM (top dose mostly 56.7 µM), actives largely listed as cytotoxic; 0.49% of 400,000 active; also: potency is read from the fitted curve at half-maximal effect; nearly all actives have a fitted effect of over 40% in size
# HT1080 IDH1KD tx: toxicity to HT-1080 IDH1 knockdown cells (counter line) | HT-1080 IDH1 knockdown viability, ATP luminescence, 48 h | Potency, µM (series often up to 46.1 µM), without a hit: at the highest dose activity, negative = toxicity, hits mostly cytotoxic | 2% of 360,000 active;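 also: potency is read from the fitted curve at half-maximal effect; 0% = DMSO wells and -100% = cell-free medium wells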
#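 Luminescent ATP read-out (CellTiter-Glo, 10 min at room temperature) after 48 h compound exposure at 37 °C gave viability of IDH1-knockdown HT-1080 cells. Activity was normalised to DMSO and cell-free wells, then fitted as concentration-response curves.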
# KB-V1 cytotox: KB-V1 MDR subline cytotoxicity; Potency, µM (top dose mostly 46.1 µM), inactives show at the highest dose activity change, negative = cytotoxicity, usual class: cytotoxic; KB-V1 MDR cells viability, CellTiter-Glo, 72 h; AID 1347076; 3.4% of 400,000 active; also: potency is read from the fitted curve at half-maximal effect; % is scaled to controls: 0 for no effect and ±100 for the full control effect; nearly all actives have a fitted effect of over 60% in size
#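 KB-V1 MDR subline cells in DMEM (phenol-red free, 10% FBS) exposed to compounds in qHTS concentration series for 72 h at 37 degrees C. Viability read by CellTiter-Glo luminescence; concentration-effect curves fitted after normalization and correction.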
# KB-3-1 tox: KB-3-1 parental cell cytotoxicity | KB-3-1 viability, CellTiter-Glo ATP luminescence, 72 h | Potency, µM (titrated, usually from 46.1 µM), inactives show top-dose activity change, negative = cytotoxic, usual class: cytotoxic | 1.4% of 400,000 active | AID 1347075; also: potency is read from the fitted curve at half-maximal effect; % is scaled to controls: 0 for no effect and ±100 for the full control effect; nearly all actives have a fitted effect of over 60% in size
#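 Multi-concentration cytotoxicity screen in KB-3-1 cells grown in DMEM lacking phenol red with 10% FBS. After 72 h at 37 °C with compound, ATP-dependent luminescence was recorded.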
# IL-1B inflam inh: inflammasome signaling inhibition, IL-1 beta readout; THP-1 LPS/ATP IL-1B secretion, AlphaLISA, 16 h; stronger effect = lower value; activity change, % at 57.5 µM; 4.7% of 360,000 active; in the data active = activity change below about -50%; inconclusive = mostly about -30% to -49%; also: % is scaled to controls: 0 for no effect and ±100 for the full control effect
#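 THP-1 cells pretreated 1 hr with compounds (up to 57.5 uM final), then stimulated with LPS (250 ng/mL final) plus ATP (1.25 mM final); secreted IL-1B measured by AlphaLISA after 16 hr, decreased signal indicating inhibition.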
# MCF10A rerep: inducers of DNA re-replication in MCF 10A breast cells; Potency, µM (titrated, usually from 46.1 µM), inactives show at the highest dose activity, positive = re-replication, most hits filed as activators; 2.9% of 350,000 active; MCF 10A DNA re-replication, Hoechst nuclear intensity, 48 h; also: potency is read from the fitted curve at half-maximal effect; % of control where 0% means no effect; nearly all actives have a fitted effect of over 50% in size
# The depositor's hits bear a star; i = inactive; ? = inconclusive; · = no result given; & = joins results of further samples; [ ] = remark or other dose. Unless noted, calls follow the shape of the dose curve; as a rule, active = well fitted curve in the direction sought with a large enough effect; inconclusive = small, poorly fitted or top-dose-only effect, or another doubt; inactive = no such curve, though single readings can be large; an effect the other way counts as inactive or inconclusive. No enrichment for hits; about 11% have a hit in one of these screens.
item	SMILES	HT1080NT lethal	ATXN2 expr inh	SW480 rerep	S2 tox	HT1080 IDH1KD tx
1	C=CCOc1cccc(/C=N/NC(=O)CC(=O)NC2CCCCC2)c1	-14%	5%	-1%	i	3%
2	CC1Cc2cc(S(=O)(=O)N3CCN(c4ccccc4)CC3)ccc2N1C(=O)C1CC1 (configuration not stated)	-1%	·	-3%	i	1%
3	CCC(OC(=O)c1ccco1)C(=O)NCc1ccc(C)cc1 (configuration not stated)	12%	0%	-4%	i	-4%
4	CN(C)CCN1C(=O)c2ccccc2N(C)c2ccccc21	·	10%	-3%	i	·
5	CN(Cc1ccccc1)C(=O)N1CCOCC1	23%	69%[activator]	-30%[inhibitor]	i	22%
6	CCc1cc(=O)oc2c3c(cc(OCC(=O)NCc4ccco4)c12)OC(C)(C)CC3	-8%	?	-8%	?	-6%
7	CC(=O)c1sc(NC(=O)C2CCN(c3ncnc4sc(C)c(C)c34)CC2)nc1-c1ccccc1	-11%	-1%	0%	i	-1%
8	O=[N+]([O-])c1cccc(-c2n[nH]c(=S)n2-c2ccc(Br)cc2)c1	-16%	-7%	-8%	i	-14%
9	S=C(Nc1ccccc1)N1CCN(c2ccccc2)CC1	5%	-7%	4%	i	11%
10	CC(CCc1ccccc1)NC(=O)c1cccc(F)c1 (configuration not stated)	11%	2%	1%	i	20%
11	Cc1occc1C(=O)Nc1ccc(S(N)(=O)=O)cc1	0%	·	-44%	i	7%
12	CCCCN(C)Cc1c(C)[nH]c2c(ccc3ccccc32)c1=O	-7%	-16%	17%	i	4%

item	KB-V1 cytotox	KB-3-1 tox	IL-1B inflam inh	MCF10A rerep
1	·	·	-1	-14%
2	-2%	-5%	-6	5%
3	-21%	5%	0	-3%
4	·	·	·	-4%
5	19%	15%	0	-9%
6	?	0%	0	23%
7	2%	-3%	13	22%
8	-13%	-7%	-5	0%
9	3%	-4%	-8	1%
10	?	-7%	-5	?
11	15%	4%	-2	6%
12	8%	-3%	9	?

# Next structures
item	SMILES	HT1080NT lethal	ATXN2 expr inh	SW480 rerep	S2 tox	HT1080 IDH1KD tx
13	COc1ccc(-c2ccc(CCC(=O)O)n2NC(N)=O)cc1	15%	-3%	-3%	i	19%
14	COCCOC(=O)c1c(NC(=O)COC(=O)Cc2cccc(OC)c2)sc(C(N)=O)c1C	0%	4%	-7%	i	-12%
15	Cc1c(NC(=S)NC(=O)c2cccc(Br)c2)c(=O)n(-c2ccccc2)n1C	-2%	1%	6%	i	0%
16	Cc1ccc(/C=C/C(=O)Nc2cc(C)on2)cc1	6%	10%	0%[9.22 µM]	i	-8%
17	Cc1c(Cl)cccc1NC(=O)CSc1nc(=O)n(Cc2ccncc2)c2c1CCC2	·	-1%	·	i	·
18	COc1cc(CNc2ccc(N3CCOCC3)c(C(=O)O)c2)ccc1OCC(N)=O	-6%	5%	-2%	i	-6%
19	COc1ccc(OC)c2[nH]c(=O)c(CCNC(=O)C3CCCCC3)cc12	23%	-17%	-4%	i	5%
20	COc1ccc(NC(=O)c2ccc(-n3cccn3)nc2)c(OC)c1	0%	4%	-1%	i	6%
21	Cc1cc2cc(CN(Cc3ccco3)C(=O)NCc3ccccc3)c(=O)[nH]c2cc1C	17%	2%	0%	i	13%
22	CCOc1ncccc1C(=O)Nc1cccc(S(=O)(=O)N2CCCCC2)c1	-6%	·	3%	i	-3%
23	O=C(N/N=C/c1ccc([N+](=O)[O-])o1)c1cc2ccccc2o1	?	·	?	·	1%
24	COc1ccc(OC)c(C(=O)COC(=O)C2CC3CCCC(C2)C3=O)c1 (configuration not stated)	6%	4%	-2%	i	4%

item	KB-V1 cytotox	KB-3-1 tox	IL-1B inflam inh	MCF10A rerep
13	2%	8%	0	1%
14	-12%	-14%	22	-16%
15	-5%	-1%	8	0%
16	0%	-19%	24	4%
17	-9%	-19%	·	·
18	-6%	-4%	-24	0%
19	9.2µM*	-3%	-12	-12%
20	-7%	-4%	95	4%
21	15%	?	14	-6%
22	-3%	-15%	12	-6%
23	?	?	-10	?
24	8%	7%	7	-4%

# The list goes on.
item	SMILES	HT1080NT lethal	ATXN2 expr inh	SW480 rerep	S2 tox	HT1080 IDH1KD tx
25	Cc1ccc(CC(=O)OCC(=O)NC2CCCC(C)C2C)cc1C (configuration not stated)	3%	3%	11%	i	-3%
26	O=C(c1cccnc1)N(Cc1ccccc1)c1ccccc1	?	-5%	8%	i	?
27	CC(C)C[C@@H](CNCC(=O)[C@H](C)NC(=O)c1[nH]cnc1C(=O)N[C@@H](C)CN)NC(=O)c1nc[nH]c1C(=O)N[C@@H](Cc1ccccc1)C(=O)O	13%	4%	5%	i	10%
28	COc1ccc(Cn2c(C)c(C)c(C#N)c2NC(=O)Nc2cccc(Cl)c2)cc1	-24%	-3%	7%	i	?
29	COc1ccccc1C1=NOC(COc2ccc3c(C)cc(=O)oc3c2)C1 (configuration not stated)	0.92µM*	-8%	8.2µM*	i	0.73µM*
30	C#CCn1c(CCNC(=O)c2ccco2)nc2ccccc21	2%	-14%	-7%	i	10%
31	O=S(=O)(c1ccc(N2CCOCC2)nc1)N(Cc1ccccn1)Cc1ccccn1	-5%	0%	-24%	i	5%
32	O=C(Nc1nc(-c2ccccn2)cs1)c1ccc(Br)s1	2µM*	?	2.1µM*	?	1.4µM*
33	Cc1cc(=O)oc2cc(OCC(=O)Nc3ccc(CN4CCOCC4)cc3)c(Cl)cc12	-1%	-5%	-15%	i	0%
34	CC1=C(C(=O)N(C(C)C)C(C)C)CC(CC(=O)NCCN2CCOCC2)C(=O)N1Cc1ccc(C(C)(C)C)cc1 (configuration not stated)	-3%	-5%	·	i	1%
35	CC1=C(C(=O)OCc2ccccc2)C(c2cccnc2)n2ncnc2N1 (configuration not stated)	-6%	-8%	0%[9.22 µM]	i	-2%
36	Nc1nc(NCCc2ccccc2)nc(NCc2ccccc2)c1[N+](=O)[O-]	-4%	?	9%	?	-5%

item	KB-V1 cytotox	KB-3-1 tox	IL-1B inflam inh	MCF10A rerep
25	3%	-1%	-1	0%
26	-26%	7%	0	-5%
27	24%	7%	15	1%
28	0%	-16%	28	6%
29	18µM*	1.2µM*	14	1.6µM*
30	0%	22%	11	-2%
31	-27%	-6%	6	0%
32	1.3µM*	12%	100	26µM*
33	0%	0%	-15	-1%
34	6%	0%	?	·
35	5%	-5%	19	4%
36	-21%	?	-12	4%

# (continued)
item	SMILES	HT1080NT lethal	ATXN2 expr inh	SW480 rerep	S2 tox	HT1080 IDH1KD tx
37	Cc1nccn1CC(O)COc1ccccc1 (configuration not stated)	8%	5%	3%	?	5%
38	Cc1nc2ccccc2n1CC(=O)N1CC(=O)Nc2ccccc21	16%	4%	2%	i	-3%
39	CN1C2=C(C(=O)CC(C)(C)C2)C(c2cccs2)C2=C1CC(C)(C)CC2=O	16%	-6%	27%	i	17%
40	Cc1ccc2nc(-c3ccccn3)cc(C(=O)NCCc3ccc(F)cc3)c2c1	-1%	-10%	23%	?	3%
41	CC(=O)NCc1ccc(S(=O)(=O)NC(C)CCc2ccccc2)cc1 (configuration not stated)	11%	-8%	-4%	i	0%
42	CCN(CC)CCCNC(=O)CCc1c(C)n(CC)c2cc(-c3ccccc3OC)nn2c1=O	7%	-5%&-4%	-6%	i	0%
43	CCC(NC(=S)NCc1ccc(F)cc1)c1ccccc1 (configuration not stated)	-11%	?	92%	i	0%
44	Nc1c(-c2ccc(Cl)cc2)cnn1C1CCS(=O)(=O)C1 (configuration not stated)	8%	-11%	-4%	i	1%
45	O=C(OCc1nnc(-c2ccc(Cl)cc2)o1)c1ccncc1	-1%	9%	-3%	i	2%
46	COc1ccccc1-n1c(C)nc(=O)c(-c2ccccc2)c1C	8%	2%	-10%	i	0%
47	CC1Cc2ccccc2N1S(=O)(=O)c1cccc(C(=O)OCC(=O)NC2CCS(=O)(=O)C2)c1 (configuration not stated)	0%	2%	0%	i	2%

item	KB-V1 cytotox	KB-3-1 tox	IL-1B inflam inh	MCF10A rerep
37	6%	22%	2	-6%
38	9%	-12%	5	8%
39	3%	-11%	-6	?
40	·	·	15	8%
41	?	0%	2	-9%
42	?	19%&21%	-5	1%
43	-17%	0%	-7	10%
44	-2%	?	-14	-2%
45	12%	-19%	-4	0%
46	17%	4%	13	-2%
47	1%	0%	5	-2%

# Eight consecutive compounds already listed, quoted:
item	SMILES	HT1080NT lethal	ATXN2 expr inh	SW480 rerep	S2 tox	HT1080 IDH1KD tx
37	Cc1nccn1CC(O)COc1ccccc1 (configuration not stated)	8%	5%	3%	?	5%
38	Cc1nc2ccccc2n1CC(=O)N1CC(=O)Nc2ccccc21	16%	4%	2%	i	-3%
39	CN1C2=C(C(=O)CC(C)(C)C2)C(c2cccs2)C2=C1CC(C)(C)CC2=O	16%	-6%	27%	i	17%
40	Cc1ccc2nc(-c3ccccn3)cc(C(=O)NCCc3ccc(F)cc3)c2c1	-1%	-10%	23%	?	3%
41	CC(=O)NCc1ccc(S(=O)(=O)NC(C)CCc2ccccc2)cc1 (configuration not stated)	11%	-8%	-4%	i	0%
42	CCN(CC)CCCNC(=O)CCc1c(C)n(CC)c2cc(-c3ccccc3OC)nn2c1=O	7%	-5%&-4%	-6%	i	0%
43	CCC(NC(=S)NCc1ccc(F)cc1)c1ccccc1 (configuration not stated)	-11%	?	92%	i	0%
44	Nc1c(-c2ccc(Cl)cc2)cnn1C1CCS(=O)(=O)C1 (configuration not stated)	8%	-11%	-4%	i	1%

item	KB-V1 cytotox	KB-3-1 tox	IL-1B inflam inh	MCF10A rerep
37	6%	22%	2	-6%
38	9%	-12%	5	8%
39	3%	-11%	-6	?
40	·	·	15	8%
41	?	0%	2	-9%
42	?	19%&21%	-5	1%
43	-17%	0%	-7	10%
44	-2%	?	-14	-2%
